Compound activity as filed in PubChem BioAssay.
SMARCA2 activ – SMARCA2 (BRM) function activators, primary screen, cell-based, luminescence, high throughput | MG213 cells, MMTV-luciferase reporter, dexamethasone, overnight | activation, % at 9.1 µM | hit rate 1% among 370,000; in the data active = activation above about 7.8%;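 also: 0% = vehicle wells and 100% = reference activator wells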
sPLA2-III inh – human group III sPLA2 inhibitors, primary screen, biochemical, QFRET, BODIPY PC-A2 liposome substrate. QFRET BODIPY PC-A2 liposome hydrolysis, fluorescence. inhibition, % at 12.2 µM. AID 743126, 2013. Group 3 secretory phospholipase A2 (Homo sapiens), Q9NZ20. hit rate 0.56% among 370,000;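 active = inhibition above mean plus 3 SD of compounds lying within the high and low control bounds, cut at about 19% in these data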;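 also: 0% = median of test compound wells and 100% = no enzyme DMSO wells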
Target sequence (Q9NZ20 whole entry, looked up): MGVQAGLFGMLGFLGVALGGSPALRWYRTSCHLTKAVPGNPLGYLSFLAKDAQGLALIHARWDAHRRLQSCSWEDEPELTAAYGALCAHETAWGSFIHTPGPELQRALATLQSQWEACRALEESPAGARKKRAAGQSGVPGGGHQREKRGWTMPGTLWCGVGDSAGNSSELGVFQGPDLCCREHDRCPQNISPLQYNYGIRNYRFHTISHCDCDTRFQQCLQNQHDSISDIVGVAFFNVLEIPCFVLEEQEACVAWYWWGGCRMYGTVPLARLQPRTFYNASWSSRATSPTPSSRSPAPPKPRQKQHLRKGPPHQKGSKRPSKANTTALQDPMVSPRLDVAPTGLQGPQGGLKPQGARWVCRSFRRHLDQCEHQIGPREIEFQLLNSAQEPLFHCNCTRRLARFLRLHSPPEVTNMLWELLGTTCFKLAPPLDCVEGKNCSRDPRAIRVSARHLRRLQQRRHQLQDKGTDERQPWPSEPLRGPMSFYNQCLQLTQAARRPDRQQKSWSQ
hcDAF12 agonist – H. contortus DAF-12 nuclear receptor activators, primary screen, cell-based, luminescence, HEK293, lit1-tk-luc reporter | HEK293 hcDAF-12 lit1-tk-luc reporter; 0% DMSO, 100% Δ7-dafachronic acid | activation, % at 6.8 µM | hit rate 1.4% among 370,000 | AID 652067, 2013;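 active = activation above the mean of all tested compounds plus 3 SD, cut at about 5.5% in these data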;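 also: 100% = response to 3 µM Δ7-dafachronic acid high control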
hgDAF-12 ag – H. glycines DAF-12 receptor agonists, primary screen, cell-based, luminescence, HEK293, GAL4 fusion, UAS-luciferase | activation, % at 6.8 µM | AID 687014, 2013 | HEK293 GAL4-hgDAF12 UAS-luciferase reporter, agonist luminescence; normalized to butyrate control | hit rate 1.8% among 370,000;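 active = activation above a cutoff set at the mean of all screened compounds plus 3 SD, cut at about 10% in these data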;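 also: 0% = DMSO wells and 100% = sodium butyrate wells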
PLCb3 inh – human PLC-beta3 inhibitors, primary screen, biochemical, fluorescence | 1-phosphatidylinositol 4,5-bisphosphate phosphodiesterase beta-3 (Homo sapiens), Q01970 | Purified PLC-beta3, fluorogenic substrate | inhibition, % at 12.2 µM | hit rate 0.18% among 370,000; in the data active = inhibition above about 11%;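 also: 0% = median of compound wells on plate and 100% = full blocker control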
GAA850 FXN act – FXN promoter activators, primary screen, cell-based, luciferase luminescence, HEK293 lucGAA850 | HEK293 lucGAA850 FXN promoter luciferase reporter, 24 h; percent of 10 µM SAHA response | activation, % at 6 µM | hit rate 0.56% among 360,000;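 active = activation above the average of all compounds screened plus 3 SD, cutoff fixed separately per campaign, cut at about 7.5% in these data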;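 also: 0% = DMSO wells and 100% = 10 µM SAHA wells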
ssDAF12 agonist – S. stercoralis DAF-12 nuclear receptor activators, primary screen, cell-based, luminescence, HEK293, GRIP1 co-expression, lit1-tk-luc; HEK293 ssDAF-12/GRIP1 lit1-tk-luc reporter; % of 3 µM dafachronic acid response; Nuclear hormone receptor DAF-12 (Strongyloides stercoralis); hit rate 1% among 370,000; activation, % at 6.8 µM;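 active = activation above the mean over all tested compounds plus 3 SD, cut at about 0.9% in these data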;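 also: 0% = DMSO-only wells and 100% = 3 µM delta7-dafachronic acid wells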
DAX1 inh-1 – DAX1 (NR0B1) inhibitors, primary screen, cell-based, HEK293, Gal4-DAX1, luciferase luminescence; Nuclear receptor subfamily 0 group B member 1 (Homo sapiens), P51843; HEK293 Gal4-DAX1 luciferase reporter; inhibition, % at 6.75 µM; hit rate 0.99% among 340,000; AID 504766, 2011;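 active = inhibition above the mean over all tested compounds plus 3 SD, cut at about 4.2% in these data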;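 also: 0% = DAX1-transfected cells with DMSO and 100% = empty-vector control cells with DMSO; inhibition shows as a rise in luminescence from relieved DAX1 repression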
Target sequence (P51843 207-470 limits assumed): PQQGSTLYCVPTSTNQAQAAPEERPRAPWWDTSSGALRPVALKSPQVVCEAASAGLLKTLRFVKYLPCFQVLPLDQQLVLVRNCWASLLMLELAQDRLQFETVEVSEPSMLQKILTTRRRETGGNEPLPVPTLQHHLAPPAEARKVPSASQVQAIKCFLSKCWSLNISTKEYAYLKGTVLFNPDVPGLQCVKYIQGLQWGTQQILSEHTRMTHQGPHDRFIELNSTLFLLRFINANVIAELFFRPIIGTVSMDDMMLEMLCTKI
Rev-erbA mod – modulators of Rev-erb alpha DNA binding, primary screen, biochemical, FITC-DNA, fluorescence polarization, uHTS | Nuclear receptor subfamily 1 group D member 1 (Homo sapiens), P20393 | AID 1259318, 2017 | activity, % at 10 µM | hit rate 0.79% among 370,000 | Rev-erbα–FITC-DNA binding, 90 min;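 active = activity above about 14%, limit read from the data; passing the limit was not always enough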;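 also: 0% = DMSO wells with 35 nM protein and 100% = DMSO wells with 750 nM protein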
DAX1 inh-2 – DAX1 (NR0B1) inhibitors on StAR promoter, primary screen, cell-based, luminescence, SF-1 (NR5A1), full-length DAX-1; hit rate 1.1% among 370,000; HEK293T StAR-luciferase reporter, SF-1/DAX-1 repression relief; AID 652010, 2013; inhibition, % at 6.8 µM;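 active = inhibition above the mean over all tested compounds plus 3 SD, cut at about 3.6% in these data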;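 also: 0% = DAX-1 cells with DMSO and 100% = cells lacking DAX-1 with DMSO; higher inhibition means more luminescence from relief of DAX-1 repression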
PG9 binder – binders of HIV-1 gp120 antibody PG9, primary screen, biochemical, TR-FRET | AID 624416, 2012 | TR-FRET gp120-PG9 antibody binding | inhibition, % at 6.7 µM | hit rate 0.43% among 360,000; in the data active = inhibition above about 8.5%
* hit, by the source's call; / = not tested or not shown.

#	Molecule	SMARCA2 activ	sPLA2-III inh	hcDAF12 agonist	hgDAF-12 ag	PLCb3 inh	GAA850 FXN act	ssDAF12 agonist	DAX1 inh-1	Rev-erbA mod	DAX1 inh-2	PG9 binder
1	Cc1cccc(C)c1OCC(=O)NNC(=S)NC(=O)C1CC1	-1	12	-0.1	-0.7	-6	-0.6	-1.4	-0.5	-2	-2.5	-1.6
2	CC(=O)N/N=C/c1cc([N+](=O)[O-])ccc1OCCOc1ccccc1	5	-5	-2.5	-2.2	3	2.0	-1.3	3.2	-6	0.0	0.8
3	Cc1cc(NC(=O)c2ccc3[nH]c(C)c(C)c3c2)ccn1	3	-25	-3.4	-2.5	-3	0.1	-1.1	-2.5	-1	-0.5	-3.9
4	O=C1N/C(=N\N=C\c2cccnc2)SC1Cc1ccc(SC(F)F)cc1 (stereo not drawn)	-3	-5	-0.8	2.5	6	-0.8	-1.4	1.0	2	0.4	-2.8
5	Cc1ccc(SCc2c(C(=O)N/N=C/c3ccc4c(c3)OCO4)nnn2-c2nonc2N)cc1	-2	1	-1.6	0.7	-4	1.5	-0.8	0.8	1	0.0	0.2
6	Cc1ccc(OCCn2cnc3cc([N+](=O)[O-])ccc3c2=O)cc1	-2	-1	-1.3	-1.8	-15	0.6	-1.7	-0.3	-7	-0.7	-1.1
7	O=C(NCC(=O)N1CCN(Cc2ccccc2)CC1)c1cccs1	5	-1	2.7	10.0	2	3.4	0.3	2.4	-1	1.2	1.2
8	O=C(O)CN1CCN(c2ncc(C(F)(F)F)cc2Cl)CC1	-3	7	-0.2	0.7	5	0.3	-0.8	-0.4	0	0.5	0.5
9	COc1ccc(-c2nsc3c(SCc4ccccc4)ncnc23)cc1	0	6	0.9	0.1	-3	2.2	-1.2	-0.6	17	0.7	0.5
10	Cc1cc(Cl)ccc1NC(=S)N1CCN(Cc2ccccc2)CC1	-3	15	-3.4	-2.7	0	0.5	-1.9	-0.2	4	-0.8	-0.2
11	COC(=O)c1ccc(OCC(=O)NC(C)(C)C)cc1	1	1	0.9	4.5	4	3.6	-0.1	0.5	2	1.1	-2.5
12	Cc1nc2ccc(S(=O)(=O)NCC(=O)NCc3cccs3)cc2s1	-7	11	-0.1	-0.9	0	/	-1.3	/	0	-0.3	/
13	COc1ccc(NS(=O)(=O)CC(C)C)c(OC)c1	2	5	-1.5	0.5	1	1.2	-0.8	-0.4	0	-0.2	-0.9
14	CN(C(=O)COC(=O)c1ccc2c(=O)n3c(nc2c1)CCC3)C1CCS(=O)(=O)C1 (stereo not drawn)	-2	0	-1.5	4.9	-20	1.1	-1.3	0.6	-3	-0.1	-1.0
15	CC(=O)Nc1ccc(CCCCc2ccc(NC(C)=O)cc2)cc1	-1	-9	-0.6	-1.3	-7	0.3	-1.6	-1.2	-6	-2.9	-0.6
16	COc1ccc(OC)c(CNC(=O)c2[nH]c(C(F)(F)F)nc2-c2ccccc2)c1	-4	-2	-1.7	-2.3	-5	/	-0.4	/	-1	-1.9	-2.0
17	O=C(c1ccc(NS(=O)(=O)c2ccc(F)cc2)cc1)N1CCOCC1	-4	-3	-0.5	-0.6	4	-1.6	-1.2	1.6	-2	-0.1	1.0
18	Oc1ccc(-c2[nH]ncc2-c2ccc(Cl)cc2)c(O)c1	-2	-36	0.5	-1.7	-10	-0.7	-2.0	1.1	2	0.1	-1.4
19	CNC(=O)COc1ccc(Cl)c2cccnc12	3	2	-1.8	-3.1	-103	0.0	-0.7	1.8	-3	-0.3	-0.5
20	CC(C)c1nc2n[nH]c(N)c2c2c1CCCC2	-1	2	1.1	-1.8	-10	3.4	-1.4	-1.3	-1	-0.5	0.3
21	Cc1nc(N)nc(N)c1/C=C/C(C)(C)c1ccc(Cl)cc1	-7	-5	-4.4	-13	-8	-9.1	-3.2	-3.2	-2	-3.5	0.6
22	NC(=O)CSc1nnc(-c2ccc3c(c2)OCO3)o1	3	4	2.9	13*	5	6.4	2.8*	/	3	3.2	-1.3
23	O=C(CSc1ccc(-c2ccco2)nn1)Nc1ccccc1	-2	4	-1.0	-2.2	-9	0.0	-1.7	0.2	3	-2.2	0.8
24	N#CCOc1nc(N2CCOCC2)nc(N2CCOCC2)n1	-1	11	-2.1	2.2	-2	2.7	-1.1	6.0*	-3	-0.1	-0.2
25	COc1ccc(/C=N/NC(=O)c2ccc(N)cc2)cc1Cn1cc([N+](=O)[O-])cn1	1	4	0.9	5.4	-5	2.1	-1.8	-0.3	-3	-0.5	-0.5
26	CCn1c(=O)c(C(=O)NCc2ccc(F)cc2)c(O)c2ccccc21	-3	12	-1.0	-0.8	-7	-0.6	-0.6	4.7*	-1	-0.5	3.6
27	O=C(Nc1ccc(-c2cn3ccccc3n2)cc1)c1ccco1	4	5	4.7	12*	-13	0.7	0.1	1.7	-1	4.3*	0.2
28	O=CN1CCN(C(=O)c2cccc3c2-c2ccccc2C3=O)CC1	-2	15	-0.4	-1.2	-8	0.2	-0.8	0.5	-1	0.3	-3.5
29	O=C(Nc1ccccc1)N1CCN(c2cccc(C(F)(F)F)c2)CC1	-2	1	-2.5	-2.3	6	-1.2	-1.5	-0.3	4	-2.0	-1.7
30	c1ccc2c(CNn3cnnc3)cccc2c1	0	4	-0.3	1.8	9	0.0	-1.1	0.6	8	-0.1	-3.7
31	Cc1[nH]nc2ncc(C(=O)c3ccccc3O)cc12	-5	-1	-1.6	7.0	-82	-11	-1.8	-2.1	3	-0.6	1.1
32	CCN(C(=O)c1c(C)cc(=O)oc1C)c1ccc2c(c1)OCO2	1	1	-1.2	0.0	1	-0.7	-1.0	0.0	-1	-0.5	-1.0
33	COc1cccc(CC(=O)Nc2ccc(S(=O)(=O)N3CCOCC3)cc2)c1	0	-3	-1.6	-1.3	3	-0.3	-1.0	-0.4	-3	-1.2	0.9
34	O=C(COc1ccc(Cl)cc1)NCCCn1ccnc1	-1	4	0.4	0.1	2	1.8	-1.1	0.1	-2	0.3	-0.2
35	O=c1[nH]c2ccc(S(=O)(=O)NCc3ccccn3)cc2s1	-5	-2	1.8	4.8	-6	-0.3	-0.2	-0.1	-1	0.7	-1.3
36	COc1cc(NC(=O)CSc2nnc3ccccn23)cc(OC)c1OC	-1	3	-0.9	0.7	-2	0.0	-1.6	0.5	0	0.7	-0.2
37	CCN1CCN(C(=O)Nc2cccc3ccccc23)CC1	1	5	1.3	-0.7	-131	-1.4	0.2	1.7	-2	0.1	0.5
38	C=C1SC(Nc2c(C)cccc2C)=NC12CCCCC2	5	1	-1.0	-1.3	-4	0.1	-1.0	/	9	0.1	-1.0
39	CCCC(=O)c1c[nH]c(C(=O)NCc2ccco2)c1	0	-3	-0.8	0.1	4	-1.9	-1.3	1.0	7	0.2	-1.8
40	Cc1csc(N(C(=O)c2ccc(S(=O)(=O)N(C)C)cc2)c2ccccc2)n1	1	1	-1.1	-1.9	-3	-0.7	-1.1	0.4	2	0.2	2.2
41	O=C(c1ccccc1)c1ccc(N2CCOCC2)cc1	0	-11	4.0	15*	-30	2.8	-0.2	1.4	-1	6.6*	-1.1
42	CCNC(=O)C1CCCN(C(=O)c2cccs2)CC1 (stereo not drawn)	-2	9	-0.7	-3.9	1	0.0	-1.6	/	-4	-0.8	1.2
43	Cn1nc(C(=O)OCc2ccc(F)cc2)c2ccccc2c1=O	1	-5	-0.8	4.7	0	2.9	-0.7	0.3	-1	-1.1	-2.3
44	O=S(=O)(Cc1ccccc1)NCC1CCCN(Cc2ccc(F)c(F)c2)C1 (stereo not drawn)	-5	-6	0.3	-2.2	-1	-2.1	-0.7	-0.2	0	0.1	-0.4
45	CCOc1cc(-c2nc(-c3ccc(C)nc3OCC)no2)cc(OCC)c1OCC	0	4	-0.8	-2.1	0	0.2	-1.8	1.3	5	-0.5	-0.8
46	O=C(NCc1ccc(F)cc1)C1C2C=CC3(CN(Cc4cccnc4)C(=O)C13)O2 (stereo not drawn)	0	0	-0.7	0.5	2	-1.9	-1.4	0.2	7	0.3	-0.6
47	COc1cc(S(=O)(=O)NC2CCSc3ccccc32)ccc1NC(C)=O (stereo not drawn)	-1	1	0.2	-1.1	-3	2.9	-1.1	2.0	0	0.3	-0.2
48	Cc1ccc(NC(=S)NNC(=S)NCc2ccccc2)cc1	0	0	2.5	2.2	2	3.5	-0.8	-0.6	-3	0.1	1.1
49	N#CC(C(N)=O)=C1CCC2(CC1)OCCCCO2	2	5	-1.3	0.3	1	3.4	-1.3	-0.1	0	0.0	0.8
50	O=C(O)CCCN=C1CCCc2ccccc2N1	0	0	-1.4	-0.6	-1	-0.4	-1.6	1.2	-5	0.8	0.7

Next part:
#	Molecule	SMARCA2 activ	sPLA2-III inh	hcDAF12 agonist	hgDAF-12 ag	PLCb3 inh	GAA850 FXN act	ssDAF12 agonist	DAX1 inh-1	Rev-erbA mod	DAX1 inh-2	PG9 binder
51	COC(=O)[C@]12C[C@H](CC(=O)N3CCCC3)C(=O)N(Cc3ccc4c(c3)OCO4)C1=C[C@H](C(C)C)O[C@@H]2C1CC1	5	6	-3.2	-3.7	2	/	-2.0	/	5	-1.5	/
52	Cc1cc(OC(C)C(=O)NCc2cccnc2)c2c(C)cc(=O)oc2c1 (stereo not drawn)	-2	1	1.2	-1.9	-227	-2.3	-0.9	1.4	1	0.2	-1.8
53	NC(=O)/C(=C/c1ccco1)C(N)=S	7	0	1.2	0.9	-14	-0.2	-1.0	-1.5	-7	-0.2	0.8
54	COc1cccc(/C=N/n2c(=S)n(C)c3cc(C)c(C)cc32)c1OC	-3	1	0.6	-1.7	3	-0.9	-1.1	0.5	0	-0.3	0.8
55	Cc1ccc(OCC(=O)c2cc(C)n(-c3ccccc3)c2C)c([N+](=O)[O-])n1	-9	7	-8.7	-17	-2	-13	-3.7	-3.4	5	-3.6	0.9
56	Cc1cc(Nc2cccc(F)c2)nc(-c2ccccc2O)n1	0	-19	-1.2	4.9	-278	2.7	-1.8	-1.3	1	-0.9	-1.5
57	CCOC(=O)Nc1ccc2c(c1)Cc1cc([N+](=O)[O-])ccc1-2	1	9	0.1	7.6	-36	2.0	-0.3	1.7	4	1.8	1.0
